GPR151 activ – activators of human GPR151, primary screen, cell-based, PathHunter beta-arrestin, luminescence | G-protein coupled receptor 151 (Homo sapiens), Q8TDV0 | AID 1508602, 2020 | activation, % at 11.2 µM | PathHunter beta-arrestin GPR151 cells | actives 1% (n = 650,000); in the data active means activation above about 4.9%;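 further: 0% = median of compound wells and 100% = cells with positive control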
Target sequence (Q8TDV0 whole entry, looked up): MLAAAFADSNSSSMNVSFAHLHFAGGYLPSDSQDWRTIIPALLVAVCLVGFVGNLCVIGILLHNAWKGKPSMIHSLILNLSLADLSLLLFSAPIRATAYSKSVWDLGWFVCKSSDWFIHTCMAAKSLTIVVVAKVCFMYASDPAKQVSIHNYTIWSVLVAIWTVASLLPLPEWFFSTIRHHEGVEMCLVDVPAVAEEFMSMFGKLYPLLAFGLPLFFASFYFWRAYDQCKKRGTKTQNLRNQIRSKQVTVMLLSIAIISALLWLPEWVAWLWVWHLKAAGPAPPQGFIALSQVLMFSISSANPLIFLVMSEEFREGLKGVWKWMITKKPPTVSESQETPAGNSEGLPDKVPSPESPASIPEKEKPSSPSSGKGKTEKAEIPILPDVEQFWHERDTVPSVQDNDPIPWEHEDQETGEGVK
TEAD-YAP block – TEAD-YAP interaction inhibition, primary screen, TEAD-YAP interaction inhibitor project, luminescence, HEK-TIYL cells | AID 1259422, 2018 | inhibition, % at 9.12 µM | TEAD-Gal4/YAP UAS-luciferase luminescence | actives 1.4% (n = 640,000); in the data active means inhibition above about 32%;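 further: 0% = median of test compound wells and 100% = reference inhibitor wells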
MITF inh – MITF inhibitors, primary screen, biochemical, AlphaScreen, human. Microphthalmia-associated transcription factor (Homo sapiens), O75030. AlphaScreen MITF homodimerization, bead proximity signal. inhibition, % at 2.6 µM. actives 0.91% (n = 650,000); in the data active means inhibition above about 50%;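 further: 0% = vehicle wells with protein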
FBW7 activator – FBW7 E3 ligase activators, primary screen, biochemical, AlphaScreen, human | F-box/WD repeat-containing protein 7 (Homo sapiens), Q969H0 | AlphaScreen FBW7–phospho-cyclin E peptide binding, activator screen | normalized activity (activation), % at 26.1 µM | actives 0.13% (n = 650,000) | AID 1259310, 2017; in the data active means normalized activity above about 1.9%;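 further: purified mutant Fbw7 with reduced substrate affinity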
Target sequence (Q969H0 whole entry, looked up): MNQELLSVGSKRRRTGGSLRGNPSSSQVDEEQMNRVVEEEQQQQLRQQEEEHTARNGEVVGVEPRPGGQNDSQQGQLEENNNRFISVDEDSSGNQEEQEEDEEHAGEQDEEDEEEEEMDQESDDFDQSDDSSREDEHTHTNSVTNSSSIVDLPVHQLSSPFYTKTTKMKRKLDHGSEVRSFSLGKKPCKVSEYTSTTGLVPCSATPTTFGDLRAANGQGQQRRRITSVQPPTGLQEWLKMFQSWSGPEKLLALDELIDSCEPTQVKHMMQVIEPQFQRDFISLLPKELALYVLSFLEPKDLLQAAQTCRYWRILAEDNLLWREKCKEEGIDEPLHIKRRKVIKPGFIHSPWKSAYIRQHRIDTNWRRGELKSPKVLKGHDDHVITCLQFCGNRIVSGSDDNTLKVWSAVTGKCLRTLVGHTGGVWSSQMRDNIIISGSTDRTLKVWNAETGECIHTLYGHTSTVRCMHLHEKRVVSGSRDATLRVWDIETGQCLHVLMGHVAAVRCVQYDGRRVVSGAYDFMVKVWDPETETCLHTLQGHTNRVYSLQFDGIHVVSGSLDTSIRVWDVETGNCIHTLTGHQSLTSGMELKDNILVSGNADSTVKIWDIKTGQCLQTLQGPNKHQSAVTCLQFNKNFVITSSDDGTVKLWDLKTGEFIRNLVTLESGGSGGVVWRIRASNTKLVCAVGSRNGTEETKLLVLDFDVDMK
Active calls of the source: *.

SMILES	GPR151 activ	TEAD-YAP block	MITF inh	FBW7 activator
Cc1c(C(=O)N(C)CCc2ccccn2)sc2ncnc(N3CCN(c4ccccn4)CC3)c12	1.1	15.9	6.1	0.2
Cc1n[nH]c(C)c1CCC(=O)NCc1c(C)ncc2c1CCN(C(=O)c1ccsc1)C2	0.3	7.6	8.3	0.3
O=C(OCc1cc(=O)oc2cc3c(cc12)CCC3)c1cc([N+](=O)[O-])ccc1NCCO	1.6	-0.1	-8.3	0.0
COc1cc(C)nc(NC(=O)NS(=O)(=O)c2c(C)cc(Cl)nc2Cl)n1	0.7	-6.8	12.5	0.5
CC(=O)c1ccc(NC(=O)c2ccccc2F)cc1	-2.2	-4.2	15.6	-0.1
COc1ccc(Br)cc1C1C=C(c2cccs2)Nc2nnnn21 (stereo not given)	-0.3	41.8*	17.1	0.1
CCCc1nnc(N2C(=O)c3cccc4cccc(c34)C2=O)s1	-0.3	-10.0	-9.0	0.2
CCN(CCCNc1ccc(C(=O)Nc2ccc(C)cc2C)cc1[N+](=O)[O-])c1cccc(C)c1	1.3	0.1	-12.8	0.2
Cc1cc(/C=C2\C(=O)NC(=O)N(C)C2=O)c(C)n1-c1ccc(C(=O)O)cc1	0.8	-5.8	8.5	-1.1
Cc1ccc(-c2cc(C(=O)OCC(=O)Nc3ccc(C#N)cc3)c3ccccc3n2)o1	-1.0	0.2	-3.6	0.0
CCOc1cc(S(=O)(=O)NCc2ccccc2)ccc1F	-0.2	2.8	15.5	0.1
O=C(CN(Cc1ccc(Br)cc1)S(=O)(=O)c1ccccc1)NCc1ccncc1	0.0	-2.0	11.3	0.1
CCOc1ccc(C2C3=C(CCCC3=O)Nc3nc4ccccc4n32)cc1OC (stereo not given)	-1.7	-5.8	-7.5	-0.1
COc1ccc(-n2c(=S)[nH]c3cc(C(=O)Nc4ccccc4OC)ccc3c2=O)cc1	2.0	11.5	12.2	-0.1
O=C1C(=O)N(CCNCCO)C(c2ccc(F)cc2)/C1=C(/O)c1ccccc1 (stereo not given)	-0.6	3.4	9.3	0.1
O=C(C1=C(O)C(=O)N(CCCn2ccnc2)C1c1cccc(Br)c1)c1cccs1 (stereo not given)	0.4	5.2	17.6	0.0
COc1ccc(C2OC(=O)C(C)(C)C(=O)C2(C)C)cc1OC (stereo not given)	-0.8	-2.5	20.2	0.5
CC1(C)CC(=O)N(c2ccccc2)C1(C)O (stereo not given)	0.1	1.9	-0.8	-0.1
CCCC(=O)N1CCN(c2ccc(C(=O)CC)cc2F)CC1	2.0	-7.6	-5.7	0.1
O=C1Nc2ccccc2/C1=N/N1C(=O)CSC1=S	0.8	4.0	1.6	0.1
CC(C)C(=O)NCCS(=O)(=O)N1CCN(c2ccc(F)cc2)CC1	2.6	-5.4	1.4	0.1
O=C1CCCC2=C1C(c1ccc(Br)cc1)Nc1ccccc1N2 (stereo not given)	-0.4	-4.9	18.8	0.2
C=CCNC(=S)NCc1ccc(CNC(=S)NCC=C)cc1	-0.1	-5.6	-1.5	-0.1
CC(C)CC(=O)Nc1ccc(-c2csc(N3CCCCC3)n2)cc1	1.3	7.4	-12.4	1.8
CCCCC(=O)Nc1nnc(SCC(=O)Nc2ccc3c(c2)OCO3)s1	0.5	-19.6	0.3	0.2

Arranged by length of the SMILES (lowest first): part of the list above
SMILES	GPR151 activ	TEAD-YAP block	MITF inh	FBW7 activator
CC1(C)CC(=O)N(c2ccccc2)C1(C)O (stereo not given)	0.1	1.9	-0.8	-0.1
COc1ccc(Br)cc1C1C=C(c2cccs2)Nc2nnnn21 (stereo not given)	-0.3	41.8*	17.1	0.1
COc1ccc(C2OC(=O)C(C)(C)C(=O)C2(C)C)cc1OC (stereo not given)	-0.8	-2.5	20.2	0.5

Remaining list, next part
SMILES	GPR151 activ	TEAD-YAP block	MITF inh	FBW7 activator
CCCCOC(=O)Nc1ccc(I)cc1	0.7	-81.7	-12.7	0.0
COc1ccc(C=C2C(=O)NC(=O)NC2=O)cc1OCc1ccc(Cl)cc1	0.9	-60.5	7.9	0.3
Cc1nn(CC(=O)N2CCCC(C)C2)c(=O)c2cc3sccc3n12 (stereo not given)	1.9	-7.0	1.3	-0.2
O=C1c2ccc(Oc3cccc([N+](=O)[O-])c3)cc2C(=O)N1c1cccc(I)c1	2.7	14.1	1.5	0.1
CCOc1ccc(C2c3c(-c4ccccc4O)n[nH]c3C(=O)N2CCOC)cc1OCC (stereo not given)	1.3	-3.2	-5.6	0.0
CCN(CC)c1ccc(C2Nc3ccccc3NC3=C2C(=O)CC(c2ccc(OC)cc2)C3)cc1 (stereo not given)	1.3	-6.4	20.8	0.1
COc1ccc(C(=O)NCCc2nnc3n2CCN(Cc2ccc(C(C)C)cc2)CC3)cc1	1.8	10.6	-0.2	0.1
COc1cccn2c(C(=O)N(C)CC(=O)N(C)C)c(C(F)(F)F)nc12	0.8	-1.3	1.8	0.1
O=C(Nc1nnc(-c2ccncc2)o1)c1cc(Cl)ccc1Cl	-1.1	-0.3	0.0	-0.7
O=C(O)CCCCCNC(=O)/C(=C/c1cccc(Br)c1)NC(=O)c1ccco1	2.4	13.1	-5.5	0.0
O=C(CSc1ncn(-c2ccccc2)n1)Nc1ccc([N+](=O)[O-])cc1	-1.3	3.7	13.6	-0.1
COc1cccc(C(=O)NC2CCN(C(=O)Nc3cccc(C(C)=O)c3)CC2)c1	-0.7	-3.8	4.2	0.7
CCCN1C(=O)c2ccccc2NC1c1ccc(OC)c(COc2ccc([N+](=O)[O-])c(C)c2)c1 (stereo not given)	-0.7	-5.5	2.7	-0.1
COc1cccc(CNC(=O)Nc2ccc(-c3cn[nH]c3)cc2-c2ccc(OC3CCNCC3)cc2)c1	0.9	-2.3	-4.6	0.3
O=C(c1ccc(F)cc1)N1CCN(S(=O)(=O)c2cc3c4c(c2)CCN4C(=O)CC3)CC1	-0.3	1.7	-6.8	-0.1
Cc1ccc(-c2nn(-c3ccccc3)cc2/C=C/C(=O)O)o1	2.2	5.7	5.2	-0.1
COc1ccccc1NC(=O)c1sc2cc(C)ccc2c1Cl	-0.9	-9.8	8.5	0.8
CC1CCN(C2CCN(Cc3ccc([N+](=O)[O-])cc3)CC2)CC1	-0.7	13.9	60.2*	-0.1
CCCCC(C(=O)Nc1ccccc1OC)N1C(=O)c2ccccc2C1=O (stereo not given)	1.2	4.1	1.2	0.0
O=C(Nc1ccccc1O)c1ccc(Cl)c(S(=O)(=O)N2CCOCC2)c1	1.7	3.9	-5.3	0.0
CCn1c(SCC(=O)NCCc2ccccc2)nc2c(c1=O)SCC2	0.1	11.1	12.7	-0.1
N#Cc1cccc(NC(=O)COC(=O)c2ccc[n+]([O-])c2)c1	1.4	0.0	18.6	0.6
O=C(/C=C/c1ccccc1)OCC(=O)c1ccccc1	0.2	6.9	0.1	0.1
O=C(CCNS(=O)(=O)c1ccc(Br)cc1)NNC(=O)c1ccccn1	-0.5	8.1	24.7	-1.0
COCCNc1c(-c2cc3ccc(OC)cc3[nH]c2=O)nc2ccccn12	-0.1	-50.3	-5.0	-0.2

The results go on:
SMILES	GPR151 activ	TEAD-YAP block	MITF inh	FBW7 activator
Cc1ccc(C)c(N2CCN(C(=O)Cn3c4ccccc4c4nc(=O)cc(C)n43)CC2)c1	0.1	6.9	-3.3	0.3
CCOC(=O)c1c(C)oc2ccc(N(C(=O)c3ccncc3)S(=O)(=O)c3ccc(C)cc3)cc12	1.2	47.9*	-1.8	0.3
Oc1cccc(C=Nc2ccccc2O)c1	-1.2	-3.0	-10.2	0.0
CC1CN(C(=O)/C=C/c2ccc(Cl)cc2)CC(C)O1 (stereo not given)	-0.2	5.3	17.4	0.0
O=C(NC1CC1)c1csc(Nc2ccccc2)n1	0.3	-10.8	2.1	0.1
O=C(CCS(=O)(=O)c1ccc2c(c1)SCC(=O)N2)Nc1ccc(Cl)cc1	4.1	11.2	9.3	0.0
OC(CNC12CC3CC(CC(C3)C1)C2)COCc1ccccc1Cl (stereo not given)	0.3	2.8	17.7	-0.2
O=C(Nc1nc(-c2ccc3c(c2)OCO3)cs1)c1cccc(N2C(=O)CCC2=O)c1	-0.3	8.0	-2.5	0.0
COc1ccc(NC(=O)c2ccc(N(Cc3ccccc3)S(C)(=O)=O)cc2)cc1	1.7	2.5	-11.4	0.1
Cc1cc(C)c(C#N)c(N2CCN(Cc3ccccc3)CC2)n1	3.6	0.2	1.0	-0.1
O=C(c1ccccc1)N1CC(COc2ccccc2)OC(c2ccccc2)O1 (stereo not given)	-0.4	3.6	14.4	0.0
COc1cc(/C=N/NC(=O)CNc2cccc(Br)c2)cc(OC)c1OC	1.6	1.4	9.2	0.3
CCOCCCNC(=O)C(CC)n1ncn2c(cc3occc32)c1=O (stereo not given)	0.9	-2.7	6.9	0.8
CCNc1nc(NC(C)CC)nc(Oc2ccc(=O)[nH]n2)n1 (stereo not given)	0.9	4.8	-4.7	-0.1
CCOc1ccc(C(=O)Nc2ccc3oc(-c4cccc(C)c4)nc3c2)cc1[N+](=O)[O-]	0.7	-0.9	2.4	0.1
COc1ccc(OC)c(C(=O)N2CCC3(CC2)CC3C(=O)NCCCc2ccccc2)c1 (stereo not given)	-0.6	-16.3	18.9	0.1
C=CCn1c(=C(C#N)C#N)s/c(=C\c2ccc(Br)cc2)c1=O	2.0	-6.7	-5.6	-0.1
N#Cc1c2n(c3c(=O)[nH]cnc13)CCCCC2	-0.7	-4.0	-2.9	-0.1
O=C(CSc1nc(COc2ccccc2)nc2ccccc12)Nc1nccs1	1.1	-8.3	4.5	0.2
CCOc1ccc(N/C(SCc2cccc([N+](=O)[O-])c2)=C(/C#N)C(N)=O)cc1	-3.5	22.1	9.0	-0.1
O=C(CCN1CCCC1)N1N=C(c2ccc(Cl)cc2)CC1c1ccco1 (stereo not given)	2.0	11.1	-1.2	-0.1
CCOc1cc(/C=C2/NC(=O)NC2=O)cc(Br)c1OCc1ccc(C(=O)O)cc1	0.2	-0.5	-3.7	0.0
COc1ccc(NS(=O)(=O)c2cccc(Br)c2)cc1S(N)(=O)=O	-0.7	8.5	6.3	-0.2
Cc1ccc(-c2nnc(N3CCOCC3)c3ccccc23)cc1S(=O)(=O)NCc1ccccn1	-0.5	-3.1	-1.1	-0.1
CCOc1ccc2nc(NC(=O)c3cccs3)sc2c1	-9.1	30.8	-11.6	0.0

Copied from the list:
C=CCn1c(=C(C#N)C#N)s/c(=C\c2ccc(Br)cc2)c1=O in FBW7 activator is listed with -0.1
O=C(CCS(=O)(=O)c1ccc2c(c1)SCC(=O)N2)Nc1ccc(Cl)cc1 in GPR151 activ is listed with 4.1
Cc1ccc(C)c(N2CCN(C(=O)Cn3c4ccccc4c4nc(=O)cc(C)n43)CC2)c1 in TEAD-YAP block is listed with 6.9
O=C(c1ccccc1)N1CC(COc2ccccc2)OC(c2ccccc2)O1 (stereo not given) in FBW7 activator is listed with 0.0
O=C(CSc1nc(COc2ccccc2)nc2ccccc12)Nc1nccs1 in FBW7 activator is listed with 0.2

New compounds follow.
SMILES	GPR151 activ	TEAD-YAP block	MITF inh	FBW7 activator
COc1cc(C(=O)N=c2sc3cccc(F)c3n2C)cc(OC)c1OC	-0.7	11.3	2.7	-0.1
CN(C)CCN1C(=O)c2cccc3cccc(c23)C1=O	-0.5	4.0	16.2	0.0
COC(=O)[C@@H]1C[C@H](NC(=O)c2cccc(Cn3nc(C)cc3C)c2)CN1CC(C)C	-0.8	2.7	-9.8	-0.1
O=C(CSc1nc2[nH]ncc2c(=O)n1-c1ccc(Cl)cc1)N1CCN(c2ccccc2)CC1	0.7	6.0	16.7	0.1
COc1ccc(C(=O)NNc2nc3c(C)cccc3s2)c(OC)c1	0.8	4.9	10.1	0.2
CC(C)OCCCNC(=O)CN1N=C(c2ccc(Cl)cc2)CCC1=O	0.9	5.6	1.4	-0.1
COc1ccc(OC)c(NS(=O)(=O)c2ccc(Br)c3ccccc23)c1	-0.8	-2.3	-0.3	-0.3
COC(=O)[C@@H]1CCCN1Cc1ccc2c(c1)CN(Cc1ccc3c(c1)OCCO3)CCO2	-1.0	-0.4	16.2	-0.1
CC(=O)Nc1cccc(C(=O)N/N=C/c2cc(Cl)cc([N+](=O)[O-])c2O)c1	1.8	0.6	23.8	-0.8
COc1ccc(N(CC(=O)NCCSCc2ccco2)S(C)(=O)=O)cc1Cl	-0.7	-0.6	2.9	0.1
Cc1nc(C(F)(F)F)nc(Nc2ccc(Br)cc2)c1C#N	-1.6	0.5	6.8	-0.1
Cc1c(NS(=O)(=O)c2ccc3c(c2)NC(=O)CC(=O)N3)c(=O)n(-c2ccccc2)n1C	-0.2	5.5	6.7	0.0
CC1(C)NC(=O)N(CCOCCOc2ccc3ccccc3c2Br)C1=O	5.5*	-32.4	-4.6	0.1
COc1cccc(CN(CC(C)C)C(=O)Nc2ccc(-c3cn[nH]c3)cc2OC)c1	-0.9	-2.2	-4.6	0.7
CCOc1cc(/C=C2\SC(=O)NC2=O)ccc1OC(=O)c1ccccc1	-0.3	-6.1	5.9	-0.1
NC1=NC(c2cccc(Cl)c2)N(CCc2ccc(F)cc2)C(N)=N1 (stereo not given)	-0.1	0.1	-7.8	-0.1
COc1ccc(C2C3C(=O)N(c4ccccc4Cl)C(=O)C3ON2c2ccccc2C)cc1 (stereo not given)	-0.2	-6.6	1.8	0.5
CNc1ccc2ccccc2c1SC	-0.9	0.2	-0.1	0.3
CC(C)CCOc1ccccc1C(=O)NCCC(=O)O	-0.8	16.7	4.5	1.0
CSc1ccccc1NC(=O)CN1CCN(c2ccc(O)cc2)CC1	2.8	-2.9	-8.2	0.0
O=C(CSc1ccccn1)Nc1ccccc1[N+](=O)[O-]	-0.3	-16.9	3.6	-0.4
CCCC(=O)Nc1ccc2nc(SCC(=O)Nc3nccs3)sc2c1	-0.2	2.3	-8.7	-0.1
